Source: PubChem BioAssay (several laboratories)
PDI inh: PDI (human) enzyme inhibition; 350,000 compounds, 0.052% hits; inhibition, % at 10 µM; P07237; PDI insulin aggregation turbidity, A650, 90 min; AID 588391;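 active = mean inhibition across replicates of 30% or more, whatever share of single replicates reach that level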;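 also: absorbance from insulin aggregation driven by PDI reduction with DTT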
Target sequence (P07237 whole entry, looked up): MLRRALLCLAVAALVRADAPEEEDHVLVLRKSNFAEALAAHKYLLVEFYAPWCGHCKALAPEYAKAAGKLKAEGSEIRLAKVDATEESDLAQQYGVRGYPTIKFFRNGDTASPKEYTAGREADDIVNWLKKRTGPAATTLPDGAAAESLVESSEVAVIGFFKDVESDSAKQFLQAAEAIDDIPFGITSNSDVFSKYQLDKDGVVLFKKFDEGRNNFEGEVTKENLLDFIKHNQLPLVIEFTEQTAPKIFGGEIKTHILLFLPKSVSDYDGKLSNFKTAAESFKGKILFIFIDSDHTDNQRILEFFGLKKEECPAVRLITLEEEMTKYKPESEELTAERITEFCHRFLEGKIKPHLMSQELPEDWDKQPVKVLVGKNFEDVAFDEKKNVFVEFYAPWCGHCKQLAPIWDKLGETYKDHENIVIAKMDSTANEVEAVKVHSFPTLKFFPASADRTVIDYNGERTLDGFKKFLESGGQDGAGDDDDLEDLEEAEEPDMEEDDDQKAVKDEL
KKLEB cytotox: reduces viability of KKLEB cystic fibrosis airway cells; AID 602141; activity change (cytotoxicity), % at 5 µM; 360,000 compounds, 0.36% hits; KKLEB CF airway cells viability, ATPlite luminescence, overnight; stronger effect = lower value; cells stimulated with P. aeruginosa culture filtrate;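 active = corrected activity change at or below -50% at 5 µM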
CF NFkB inh: blocks PAF-induced NF-kB reporter in cystic fibrosis cells; KKLEB NF-kB-GFP reporter, GFP fluorescence overnight; inhibition, % at 5 µM; 360,000 compounds, 0.86% hits; AID 588850;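 active = at least 50% inhibition at 5 µM, scaled per plate between neutral and stimulator controls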;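 also: PAF is a Pseudomonas aeruginosa culture filtrate used as stimulus; plate controls were PAF-stimulated DMSO wells for no effect and unstimulated DMSO wells for full effect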
Peg3 prom inh: Peg3 promoter activity inhibition | HeLa PEG-Prom luciferase reporter, luminescence, overnight | inhibition, % at 20 µM | 360,000 compounds, 1.7% hits;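 active = inhibition of at least 50% at 20 µM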
Shn3 3UTR inh: reduces Shn3 3'UTR luciferase signal in osteoblasts. inhibition, % at 12.5 µM. AID 588674. 360,000 compounds, 0.52% hits. Clone20 osteoblast Shn3 3'UTR firefly luciferase, 24 h;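 active = mean inhibition of at least 75% with every replicate also reaching 75%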;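 also: 0% = median of neutral control wells and 100% = pilot-screen positive control compound; some compounds past the cut are filed as inactive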
MITF TRPM1 inh: inhibitors of MITF-driven TRPM1 promoter in melanoma cells; inhibition, % at 12.5 µM; AID 488899; SK-MEL-5 TRPM1 promoter luciferase, 24 h; 330,000 compounds, 0.83% hits;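 active = mean inhibition across replicates of 60% or more, whatever share of single replicates reaches that level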; also: values of inactives mirror those of a sister screen read the other way
NR2E3 ag-1: agonists of human nuclear receptor NR2E3. GST-NR2E3/biotin-RetCOR TR-FRET, 1536-well. Q9Y5X4. 320,000 compounds, 0.12% hits. AID 2300. inhibition of corepressor binding, % at 4.78 µM;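 active = percent inhibition above the cutoff of mean plus 3 SD of all tested compounds, set per screening campaign, cut at about 20% in these data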;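 also: 0% = DMSO wells and 100% = biotin wells as full block of FRET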
Target sequence (Q9Y5X4 whole entry, looked up): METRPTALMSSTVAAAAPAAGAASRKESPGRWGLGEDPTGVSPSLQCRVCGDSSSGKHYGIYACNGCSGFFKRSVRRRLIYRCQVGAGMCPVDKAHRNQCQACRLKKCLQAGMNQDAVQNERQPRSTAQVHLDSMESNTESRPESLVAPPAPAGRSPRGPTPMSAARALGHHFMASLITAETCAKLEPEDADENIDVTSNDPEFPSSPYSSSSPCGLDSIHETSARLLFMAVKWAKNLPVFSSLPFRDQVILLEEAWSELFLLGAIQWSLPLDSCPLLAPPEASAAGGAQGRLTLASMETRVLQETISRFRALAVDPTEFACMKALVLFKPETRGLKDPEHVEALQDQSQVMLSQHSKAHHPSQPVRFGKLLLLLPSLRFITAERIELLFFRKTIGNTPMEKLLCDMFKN
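System: GST-tagged NR2E3 plus biotinylated RetCOR corepressor; Buffer or medium: pH 7.5 Tris-based buffer; Probe or stimulus: RetCOR corepressor, biotinylated, 7 nM; Doses: compound at 4.8 µM, single dose; Schedule: 5 h incubation at 4 °C; Technique: time-resolved FRET; Evaluation: percent inhibition of TR-FRET ratio; Replication: one well per compound, singlicate testing.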
Vif inh: inhibitors of HIV Vif; 340,000 compounds, 0.35% hits; AID 602346; HEK293T cells, Vif self-association by quenched fluorescence, imaging, 24 h; inhibition, % at 7.49 µM; in the data active = inhibition above about 50%, passing the limit was not always enough; also: some results filed as inactive read as strong as hits
CaV13 ICDI inh: Disruptors of the CACNA1D IQ motif to Ca2+-dependent inactivation inhibitor domain association, primary screening, Förster resonance energy transfer in intact living …; HEK cells, CFP/YFP FRET ICDI-IQ, plate reader, 10 min; percent FRET-ratio fall versus neutral wells; inhibition, % at 12.3 µM; 340,000 compounds, 0.098% hits;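 active = mean replicate inhibition of at least 30% and at least 1% of replicates passing that level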;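 also: 0% = median of the neutral control wells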
NR2E3 ag-2: agonists of human NR2E3 nuclear receptor. Q9Y5X4. CHO-S Gal4-NCOR/VP16-NR2E3 two-hybrid, luciferase. inhibition of corepressor binding, % at 3.98 µM. 360,000 compounds, 0.35% hits. AID 602229;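 active = inhibition above the mean of all tested compounds plus 3 SD, cut at about 70% in these data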;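 also: 0% = DMSO with NR2E3 transfected cells and 100% = cells lacking NR2E3 construct; higher means lower luciferase signal from less NR2E3 corepressor binding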
HIF-2a block: HIF-2a inhibition; 786-0 RCC cells HIF-2a reporter, luciferase luminescence, overnight; AID 624352; inhibition, % at 18.8 µM; 360,000 compounds, 0.72% hits;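 active = inhibition of the luminescence signal of 40% or more relative to plate controls, in a single-dose primary screen at 18.75 µM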
Starred values were filed as active, the others as inactive.

What do the screens show for `CC(C)CC(COCc1cccc(Cl)c1)N1CCN(C(=O)c2ccc(C(F)(F)F)cc2)CCC1=O` (stereo unspecified)?
PDI inh: 3.6; KKLEB cytotox: 13.5; CF NFkB inh: 3.2; Peg3 prom inh: 8.8; Shn3 3UTR inh: 27.0; MITF TRPM1 inh: 1.9; NR2E3 ag-1: -1.5; Vif inh: -5.0; CaV13 ICDI inh: -10.2; NR2E3 ag-2: -0.3; HIF-2a block: 13.9

How did COCCNC(=O)c1cc(-c2ccccc2)n(CC2CC(c3ccc(OC)cc3)=NO2)n1 (stereo unspecified) do in these assays?
PDI inh: -0.2; KKLEB cytotox: 10.0; CF NFkB inh: -2.8; Peg3 prom inh: -2.9; Shn3 3UTR inh: 8.4; MITF TRPM1 inh: 1.4; NR2E3 ag-1: 3.6; Vif inh: -1.0; CaV13 ICDI inh: -3.9; NR2E3 ag-2: -9.4; HIF-2a block: 7.5

Results for CC(Oc1ccc(Cl)cc1)C(=O)NCCCn1ccnc1 (stereo unspecified) ?
PDI inh: 3.1; KKLEB cytotox: 10.9; CF NFkB inh: -0.9; Peg3 prom inh: 4.3; Shn3 3UTR inh: 0.5; MITF TRPM1 inh: -5.1; NR2E3 ag-1: 4.1; Vif inh: -1.0; NR2E3 ag-2: 11.0; HIF-2a block: 8.2

How did CN1CCN(c2ncnc3c2[nH]c2ccc(F)cc23)CC1 do in these assays?
PDI inh: -3.2; KKLEB cytotox: 2.6; CF NFkB inh: -20.5; Peg3 prom inh: 27.4; Shn3 3UTR inh: -7.6; MITF TRPM1 inh: -1.5; NR2E3 ag-1: -4.7; Vif inh: -5.5; CaV13 ICDI inh: -3.6; NR2E3 ag-2: -1.8; HIF-2a block: 6.5

What do the screens show for `C=CCC[C@@H](Cc1ccc(F)cc1)C(=O)OC[C@H](Cc1c[nH]c2ccccc12)NC(=O)[C@@H](CC=C)CC(=O)N(CCO)Cc1ccccc1`?
PDI inh: 10.9; KKLEB cytotox: 5.2; CF NFkB inh: 12.6; Peg3 prom inh: 29.7; Shn3 3UTR inh: 36.5; MITF TRPM1 inh: 5.9; Vif inh: -1.1; CaV13 ICDI inh: -5.5; NR2E3 ag-2: -2.9; HIF-2a block: 5.9

What do the screens show for `N#CC1=C(N)N(c2ccc(Cl)c(Cl)c2)C(=O)C1`?
PDI inh: -3.8; KKLEB cytotox: -25.3; CF NFkB inh: 5.7; Peg3 prom inh: 8.4; Shn3 3UTR inh: 7.8; MITF TRPM1 inh: 2.9; NR2E3 ag-1: 1.7; Vif inh: 4.9; CaV13 ICDI inh: -19.6; NR2E3 ag-2: -20.9; HIF-2a block: 1.8

What do the screens show for `CC(C)OC(=O)C1C(=O)CC(C)(O)C(C(=O)OC(C)C)C1c1ccc(F)cc1` (stereo unspecified)?
PDI inh: 5.3; KKLEB cytotox: -5.9; CF NFkB inh: 2.2; Peg3 prom inh: 18.1; Shn3 3UTR inh: -16.4; MITF TRPM1 inh: -12.7; NR2E3 ag-1: -3.1; Vif inh: 0.4; CaV13 ICDI inh: -9.3; NR2E3 ag-2: -30.9; HIF-2a block: 3.9

How did CN(CC(=O)Nc1cccc2ccccc12)C(=O)/C=C/c1cccs1 do in these assays?
PDI inh: 1.7; KKLEB cytotox: -1.4; CF NFkB inh: -34.5; Peg3 prom inh: -11.2; Shn3 3UTR inh: 4.4; MITF TRPM1 inh: 0.7; NR2E3 ag-1: -2.3; Vif inh: -0.2; CaV13 ICDI inh: -5.0; NR2E3 ag-2: 30.3; HIF-2a block: -5.1

How did COC(=O)c1cccc(C(=O)N2CCCC(C(=O)c3cc(F)ccc3F)C2)c1 (stereo unspecified) do in these assays?
PDI inh: -3.7; KKLEB cytotox: 10.1; CF NFkB inh: 5.5; Peg3 prom inh: 11.5; Shn3 3UTR inh: 0.7; MITF TRPM1 inh: 1.0; NR2E3 ag-1: -1.7; Vif inh: 6.6; CaV13 ICDI inh: -15.8; NR2E3 ag-2: -23.2; HIF-2a block: 12.4

Results for COc1ccc(CNC(c2ccccc2)c2ccc(Cl)cc2)cc1 (stereo unspecified) ?
PDI inh: -8.9; KKLEB cytotox: -0.2; CF NFkB inh: -2.6; Peg3 prom inh: 7.5; Shn3 3UTR inh: 15.1; MITF TRPM1 inh: 12.9; NR2E3 ag-1: -0.1; Vif inh: 2.7; CaV13 ICDI inh: -2.8; NR2E3 ag-2: -26.1; HIF-2a block: 9.5

How did CC(C)C(=O)Nc1nnc(SCC(=O)NCc2ccco2)s1 do in these assays?
PDI inh: 3.8; KKLEB cytotox: 3.2; CF NFkB inh: 3.6; Peg3 prom inh: 5.7; Shn3 3UTR inh: -6.2; MITF TRPM1 inh: -16.0; NR2E3 ag-1: -0.5; Vif inh: 3.6; CaV13 ICDI inh: -9.2; NR2E3 ag-2: -9.1; HIF-2a block: 19.1

How did Cc1cccc(C)c1NC(=O)N1C(C(=O)O)CSC1C(=O)O (stereo unspecified) do in these assays?
PDI inh: -3.7; KKLEB cytotox: -10.0; CF NFkB inh: 2.6; Peg3 prom inh: 2.7; Shn3 3UTR inh: -12.0; MITF TRPM1 inh: 9.0; NR2E3 ag-1: -3.9; Vif inh: -4.2; CaV13 ICDI inh: -4.4; NR2E3 ag-2: 9.5; HIF-2a block: 3.6

How did CCOC(=O)c1cn(CC)c2cc3c(cc2c1=O)OCO3 do in these assays?
PDI inh: -7.6; KKLEB cytotox: 10.6; CF NFkB inh: -4.0; Peg3 prom inh: 9.3; Shn3 3UTR inh: 1.7; MITF TRPM1 inh: -7.7; NR2E3 ag-1: -2.9; Vif inh: -2.2; CaV13 ICDI inh: -6.3; NR2E3 ag-2: -27.0; HIF-2a block: 8.3

What do the screens show for `CC1CCC(NC(=O)CN2C(=O)NC3(CCCCC3C)C2=O)CC1` (stereo unspecified)?
PDI inh: 20.2; KKLEB cytotox: 2.0; CF NFkB inh: -7.5; Peg3 prom inh: -2.8; Shn3 3UTR inh: 1.4; MITF TRPM1 inh: 0.0; NR2E3 ag-1: 0.7; Vif inh: -2.1; CaV13 ICDI inh: -5.7; NR2E3 ag-2: 0.4; HIF-2a block: -1.9

How did CC(C)c1cc(C(=O)NNC(=S)NC2CCCCC2)cs1 do in these assays?
PDI inh: 11.6; KKLEB cytotox: -6.9; CF NFkB inh: -9.0; Peg3 prom inh: -192.7; Shn3 3UTR inh: -7.9; MITF TRPM1 inh: -17.6; NR2E3 ag-1: 0.1; Vif inh: -15.8; NR2E3 ag-2: -50.9; HIF-2a block: -217.3

Results for CC(=O)Oc1ccccc1C(=O)N1CCN(S(=O)(=O)c2ccc3ccccc3c2)CC1 ?
PDI inh: 2.9; KKLEB cytotox: -1.6; CF NFkB inh: -0.2; Peg3 prom inh: 1.1; Shn3 3UTR inh: -8.7; MITF TRPM1 inh: 3.5; NR2E3 ag-1: -3.4; Vif inh: 1.6; CaV13 ICDI inh: -20.0; NR2E3 ag-2: 18.2; HIF-2a block: 12.9

Results for O=C(Nc1cc(Cl)ccc1O)C1CC(c2c(F)cccc2Cl)=NO1 (stereo unspecified) ?
PDI inh: 2.8; KKLEB cytotox: -0.8; CF NFkB inh: 9.2; Peg3 prom inh: 10.9; Shn3 3UTR inh: -1.8; MITF TRPM1 inh: 6.0; NR2E3 ag-1: -1.1; Vif inh: 2.0; CaV13 ICDI inh: -2.5; NR2E3 ag-2: 8.0; HIF-2a block: 6.9

How did COC(=O)c1cc(C(=O)N2CCN(c3ccccc3OC)CC2)cc([N+](=O)[O-])c1 do in these assays?
PDI inh: -11.8; KKLEB cytotox: -25.1; CF NFkB inh: 28.8; Peg3 prom inh: 10.5; Shn3 3UTR inh: 13.1; MITF TRPM1 inh: 28.1; NR2E3 ag-1: 2.5; Vif inh: 21.9; CaV13 ICDI inh: -1.6; NR2E3 ag-2: -12.8; HIF-2a block: 17.5

How did CS(=O)(=O)N(CC(=O)N1CCCC1)c1ccc(Cl)cc1 do in these assays?
PDI inh: 11.5; KKLEB cytotox: -1.3; CF NFkB inh: 9.9; Peg3 prom inh: 5.6; Shn3 3UTR inh: -4.6; MITF TRPM1 inh: -1.7; NR2E3 ag-1: 1.5; Vif inh: 0.0; CaV13 ICDI inh: 2.5; NR2E3 ag-2: 40.4; HIF-2a block: 27.3

Results for NC(=S)N/N=C/c1ccccc1[N+](=O)[O-] ?
PDI inh: 2.0; KKLEB cytotox: 7.4; CF NFkB inh: -12.0; Peg3 prom inh: -4.0; Shn3 3UTR inh: -16.0; MITF TRPM1 inh: -8.3; NR2E3 ag-1: 2.6; Vif inh: 4.9; CaV13 ICDI inh: -3.1; NR2E3 ag-2: 16.3; HIF-2a block: 2.7

Results for O=C(Nc1nnc(C(F)(F)F)s1)c1c(F)cccc1F ?
PDI inh: 1.8; KKLEB cytotox: 3.8; CF NFkB inh: -1.4; Peg3 prom inh: -14.6; Shn3 3UTR inh: -30.1; MITF TRPM1 inh: -3.8; NR2E3 ag-1: -0.3; Vif inh: -4.6; CaV13 ICDI inh: -4.9; NR2E3 ag-2: -30.5; HIF-2a block: -17.7

Results for O=c1/c(=C/c2ccco2)sc2n1CN(c1cccc(Br)c1)CN=2 ?
PDI inh: 9.0; KKLEB cytotox: -8.7; CF NFkB inh: 7.1; Peg3 prom inh: -44.0; Shn3 3UTR inh: 0.5; MITF TRPM1 inh: -6.6; NR2E3 ag-1: -9.6; CaV13 ICDI inh: -4.1; NR2E3 ag-2: 2.7; HIF-2a block: -23.6

What do the screens show for `CN(C)/C=N/c1ncc(C(=O)c2ccc3ccccc3c2)s1`?
PDI inh: -7.2; KKLEB cytotox: -1.8; CF NFkB inh: 3.4; Peg3 prom inh: -121.8; Shn3 3UTR inh: 5.5; MITF TRPM1 inh: -28.2; NR2E3 ag-1: 0.3; Vif inh: -2.7; CaV13 ICDI inh: -8.4; NR2E3 ag-2: -80.0; HIF-2a block: -175.7

Results for CCCN1CCC(=NNc2ccc(S(N)(=O)=O)cc2[N+](=O)[O-])CC1 ?
PDI inh: 2.3; KKLEB cytotox: -9.0; CF NFkB inh: -20.9; Peg3 prom inh: 0.8; Shn3 3UTR inh: -0.3; MITF TRPM1 inh: -14.2; NR2E3 ag-1: 0.2; Vif inh: 7.8; NR2E3 ag-2: -9.9; HIF-2a block: -7.2

Results for Cc1ccc2cc(C=O)c(N3CCOCC3)nc2c1C ?
PDI inh: 1.4; KKLEB cytotox: -9.8; CF NFkB inh: 17.6; Peg3 prom inh: 9.4; Shn3 3UTR inh: -1.1; MITF TRPM1 inh: -5.2; NR2E3 ag-1: 10.1; Vif inh: -0.7; CaV13 ICDI inh: -19.9; NR2E3 ag-2: -18.4; HIF-2a block: 4.9
